Growth percent in the NCI-60 one-dose screen (48 h, 10 µM unless noted): 100 = growth as untreated, 0 = no growth, -100 = all killed.
SNB-75: SNB-75 CNS cancer | AID 1794750 | 79,000 compounds, 5% hits
SNB-19: SNB-19 CNS cancer cells; 81,000 compounds, 2.5% hits
HCC-2998: HCC-2998 colon cancer; 79,000 compounds, 4.7% hits; AID 1794799
SF-539: SF-539 CNS cancer; 81,000 compounds, 6.8% hits
DU-145: DU-145 prostate cancer. AID 1794760. 81,000 compounds, 4.2% hits
SF-268: SF-268 CNS cancer cells; 82,000 compounds, 3.1% hits
U251: U251 CNS tumor cells. 80,000 compounds, 5.4% hits. AID 1794753
PC-3: PC-3 prostate cancer cells | 80,000 compounds, 3.9% hits
SF-295: SF-295 CNS cancer cells; 79,000 compounds, 5.6% hits; AID 1794758
Starred values were filed as active, the others as inactive; nt = no result given; & = joins results of further samples; [ ] = dose if it differs, or a comment. Rule for the calls: active = growth percent below 10; inactive = the rest.

molecule | SNB-75 | SNB-19 | SF-268 | HCC-2998 | DU-145 | SF-295 | SF-539 | U251 | PC-3
COc1ccc(C2NC(=O)NC(C)=C2C(=O)c2cnccn2)c(OC)c1 (configuration not stated) | 104 | 99 | 103 | 98 | 117 | 102 | 100 | 101 | 110
CCC(Oc1ccc(C(C)(C)CC)cc1)C(=O)O (configuration not stated) | 100 | 102 | 107 | 102 | 117 | 98 | 118 | 101 | 107
C#CCOC(=O)[C@]1(C)CC[C@]2(C)CC[C@@H]3C(=CC[C@H]4[C@@]3(C)CC[C@H]3C(C)(C)C(=O)CC[C@]43C)[C@@H]2C1 | 112 | 103 | 94 | 108 | 97 | 113 | 104 | 105 | 70
O=C1C2C3CC4C5C3C1C5C1(SCCS1)C42 (configuration not stated) | 99 | 101 | 89 | 97 | 102 | 102 | 118 | 93 | 85
c1ccc(C(=NNc2nc3ccccc3o2)c2ccccn2)nc1 | 32 | 25 | 7.7* | 44 | 20 | 0.4* | 2.6* | 11 | 29
Cc1ncc(N)nc1C | 93 | 99 | 101 | 102 | 106 | 103 | 106 | 100 | 96
O=C1NC(=O)c2cc(Br)ccc21 | 88 | 103 | 102 | 100 | 110 | 99 | 95 | 102 | 101
O=NN(CCCl)C(=O)NCCCl | 82&56&94 | 90&95&95 | 87&76&76 | 100&112&100 | 114&96&118 | 81&87&94 | 94&88&100 | 78&64&76 | 94&37&100
CC(=O)Oc1cc2ccccc2cc1C(C)C | 92 | nt | 111 | 99 | 126 | 97 | 95 | 112 | 115
CC(C)(C)c1cc(CC(Cc2cc(C(C)(C)C)cc(C(C)(C)C)c2)(C2=N[C@@H]3c4ccccc4C[C@@H]3O2)C2=N[C@H]3c4ccccc4C[C@H]3O2)cc(C(C)(C)C)c1 | nt | 100 | 97 | 97 | 105 | 90 | 96 | 103 | 101
O=S(=O)(Nc1ncccn1)c1ccc(N=Nc2ccc(O)c3ncccc23)cc1 | 20 | 62 | 65 | 84 | 71 | 70 | nt | 38 | 60
Cc1ccc(-c2nc3nc(-c4ccc(F)cc4)nc(N4CCNCC4)c3o2)cc1 | -2.6* | 41 | 97 | 19 | 42 | 92 | -72* | -31* | 15
COc1ccc(Nc2nc(-c3ccc(O)cc3)nc3n[nH]c(Nc4ccccc4)c23)cc1 | 46 | nt | 56 | 45 | 55 | 43 | 34 | 54 | 51
CCC(C(C)=O)(c1ccccc1)c1ccccc1 | 88 | 103 | 91 | 105 | 101 | 104 | 100 | 104 | 93
CCn1c2ccccc2c2cc(C3CC3)ccc21 | 78 | 100 | 95 | 109 | 107 | nt | 98 | 97 | 98
O=[N+]([O-])c1ccc(CSc2ncnc3c2ncn3C2CCCCO2)cc1 (configuration not stated) | 101 | 112 | 94 | 112 | 97 | 94 | 101 | 94 | 95
CCOC(=O)c1c2c(n(-c3ccc(F)cc3)c1-c1ccccc1)C=CCC2 | 83 | 91 | 96 | 99 | 97 | 96 | 105 | 94 | 81
COc1ccc2[nH]c(O)c(N=Nc3nc(-c4ccc(Cl)cc4)cs3)c2c1 | -67* | 24 | -9.3* | 1.1* | 4.9* | -46* | -61* | -76* | -11*
O=c1c(-c2ccc3c(c2)OCO3)coc2cc(O)ccc12 | 101 | 101 | 112 | 98 | 125 | 112 | 110 | 112 | 98
N#CC(C#N)=C1CCCCC1 | 90 | 104 | 89 | 95 | 96 | 97 | 97 | 106 | 102
COc1ccc2c(c1)CSC(c1ccccc1)C2=O (configuration not stated) | 90 | 111 | 99 | 104 | 109 | 103 | 99 | 92 | 89
CC1=NN(c2cn3c(-c4ccccc4)csc3n2)C(=O)C1 | 59 | 91 | 99 | 97 | 106 | 69 | 90 | 91 | 78
COCCOc1ccc(C(=O)Nc2ccc(C(N)=O)cc2)cc1 | 69 | 108 | 101 | 107 | 102 | nt | 103 | 105 | 97
COc1ccc(CC(C)=C(c2ccc(OCCN3CCOCC3)cc2)c2ccc(OCCN3CCOCC3)cc2)cc1 | 84 | 98 | 97 | 107 | 111 | 106 | 102 | 101 | 76
CCOc1ccc(/C=N/NC(=O)Cn2nc(Cc3ccc([N+](=O)[O-])cc3)c3onc(C)c3c2=O)cc1 | 6.1* | -6.6* | -8.7* | 29 | -15* | 1.3* | -64* | -66* | 23
COc1ccc(CCn2cnn3c(=O)c4ccccc4nc3c2=O)cc1OC | 135&103 | 97&104 | 108&94 | 111&104 | 117&98 | 111 | 97&101 | 104&101 | 99&102
CCCSc1nc(N)nc2n[nH]nc12 | 92 | 99 | 101 | 99 | 113 | 95 | 101 | 96 | 92
COc1ccc(CN2CCc3c(Oc4ccccc4)nc(N)nc3C2=O)c(OC)c1 | 98 | 88 | 91 | 98 | 104 | 89 | 87 | 90 | 94
COc1cc2ncnc(Nc3ccc(C(=O)/C=C/c4ccc(F)cc4)cc3)c2cc1OC | 102 | 102 | 108 | 110 | 110 | 101 | 96 | 102 | 96
COc1ccc(CCO)cc1 | 101 | 100 | 105 | 107 | 110 | 103 | 101 | 95 | 92

2 compounds drawn at random from those above, as already listed:
molecule | SNB-75 | SNB-19 | SF-268 | HCC-2998 | DU-145 | SF-295 | SF-539 | U251 | PC-3
COc1ccc(CC(C)=C(c2ccc(OCCN3CCOCC3)cc2)c2ccc(OCCN3CCOCC3)cc2)cc1 | 84 | 98 | 97 | 107 | 111 | 106 | 102 | 101 | 76
COc1cc2ncnc(Nc3ccc(C(=O)/C=C/c4ccc(F)cc4)cc3)c2cc1OC | 102 | 102 | 108 | 110 | 110 | 101 | 96 | 102 | 96

Next section:
molecule | SNB-75 | SNB-19 | SF-268 | HCC-2998 | DU-145 | SF-295 | SF-539 | U251 | PC-3
CC(C)(C)OC(=O)NC(C)(C)C(=O)NCCC(=O)O | 85 | 102 | 95 | 122 | 110 | 102 | 107 | 100 | 92
Clc1ccc2nc3ccccc3cc2c1 | 114 | 90 | 105 | 120 | 105 | 96 | 99 | 94 | 98
CC(=O)OC(OC(C)=O)c1ccc([N+](=O)[O-])cc1Cl | 91 | 95 | 101 | 120 | 110 | nt | 107 | 98 | 90
Cc1ccc2[nH]c(=O)cc(N/N=C3\SCC(=O)N3c3ccccc3)c2c1 | nt | 86 | 88 | 103 | 93 | 96 | 96 | 91 | 88
COc1cc(C(=O)NNC(=O)c2ccc(NC(=O)CO)cc2)cc(OC)c1OC | 92 | 95 | 99 | 98 | 98 | 102 | 102 | 94 | 87
COc1ccc(C/C(C)=C(\c2ccc(O)cc2)c2ccc(OCCN3CCCC3)cc2)cc1 | 94 | 103 | 107 | 104 | 104 | 102 | 100 | 106 | 97
Cc1ccc(S(=O)(=O)N/N=C2\C(=O)C3CCC2C3Cl)cc1 (configuration not stated) | 97 | 98 | 101 | 99 | 105 | 104 | 92 | 102 | 95
O=C1OCC/C1=C\NCCCN/C=C1\CCOC1=O | 59 | 98 | 105 | 110 | 110 | 106 | 104 | 91 | 93
Cc1cnnc(N)n1 | 97 | 98 | 103 | 115 | 119 | 93 | 104 | 90 | 94
CCSC1=NC2C(N(CC)C(=O)N2CC)N1/N=C/C=C/c1ccccc1 (configuration not stated) | 91 | 83 | 91 | 103 | 95 | 93 | 103 | 91 | 75
COc1ccc(/C=C2\SC(=O)NC2=S)c(C(=O)O)c1OC | 86 | 100 | 100 | 90 | 104 | 98 | 95 | 97 | nt
CC(CCN1C(=O)c2ccccc2C1=O)C(Br)C(=O)O (configuration not stated) | 97 | 105 | 103 | 127 | 101 | nt | 101 | 99 | 103
CC(=O)C(C(C)=O)C1=C(C#N)C(=N)N2C(=NN1)Sc1c(C)ccc(C)c12 | 110 | 120 | 113 | 106 | 128 | 118 | 97 | 105 | 94
COc1ccc(/C=C2/SC(=O)N(CC(=O)N3CCN(c4cc5c(cc4F)c(=O)c(C(=O)O)cn5C4CC4)CC3)C2=O)cc1 | 86 | 101 | 101 | 105 | 115 | 101 | 91 | 101 | 104
CC(C)(C)c1cc(/C=N/NC(=O)c2ccccc2NC(=O)c2cccs2)c(O)c(C(C)(C)C)c1 | 35 | 41 | 25 | 31 | 33 | 40 | 52 | 14 | 30

Look-ups from the results shown.
For SNB-75, CC(=O)OC(OC(C)=O)c1ccc([N+](=O)[O-])cc1Cl has 91
For PC-3, COc1ccc(C/C(C)=C(\c2ccc(O)cc2)c2ccc(OCCN3CCCC3)cc2)cc1 has 97
For U251, Cc1cnnc(N)n1 has 90
For PC-3, CC(CCN1C(=O)c2ccccc2C1=O)C(Br)C(=O)O (configuration not stated) has 103

New compounds follow:
molecule | SNB-75 | SNB-19 | SF-268 | HCC-2998 | DU-145 | SF-295 | SF-539 | U251 | PC-3
COc1ccc([C@@H]2c3[nH]c4ccccc4c3C[C@@H]3C(=O)N(C4CCN(CC5CCCCC5)CC4)CC(=O)N23)c(OC)c1 | 100 | 91 | 77 | 72 | 91 | 104 | 86 | 79 | 61
Nc1c(C(=O)Nc2ccc(C(F)(F)F)cc2)sc2nc(-c3cnccn3)cc(-c3cccs3)c12 | 34 | 52 | 79 | 108 | 90 | 79 | -54* | 79 | 42
CCCC(=O)Oc1ccc(/C(=C(\C)c2ccccc2)c2ccc(OCCCN(C)C)cc2)cc1 | 81 | 115 | 91 | 96 | 96 | 107 | 108 | 94 | 80
CCCCCC1(C=O)NC(=O)NC1=O (configuration not stated) | 97 | 105 | 98 | 94 | 107 | 106 | 105 | 83 | 86
Brc1ccc(Br)s1 | 87 | 98 | 91 | 127 | 113 | 112 | 99 | 99 | 89
C/C(=C(/c1ccc(O)cc1)c1ccc(OCCN2CCCC2)cc1)c1ccccc1 | 46 | 74 | 64 | 66 | 79 | 44 | nt | 35 | 48
COc1ccc2c(c1)[n+](=O)c(C(=O)NCCc1ccccc1)c(C)n2[O-] | 105 | 99 | 103 | 71 | nt | 79 | 101 | 106 | 79
C#Cc1cccc(NC(=O)Nc2cccc(NC(=O)CCl)c2)c1 | 30[8.25 µM] | -11*[8.25 µM] | -2.2*[8.25 µM] | 94[8.25 µM] | 44[8.25 µM] | 45[8.25 µM] | -95*[8.25 µM] | -88*[8.25 µM] | -26*[8.25 µM]
CC(=O)OCCCCCNc1ccccc1 | 103 | 107 | 99 | 107 | 106 | 110 | 94 | 100 | 100
NC(=O)SCC(=O)Nc1ccc(S(N)(=O)=O)cc1 | 96 | 104 | 106 | 102 | 112 | 107 | 100 | 104 | 100
Cc1ccc2nc(NC(=O)CSc3nc(Nc4ccccc4)c(C#N)c(-c4ccccc4)n3)sc2c1 | 99 | 91 | 91 | 109 | 95 | 100 | 88 | 100 | 80
Cc1csc(NC(c2ccccc2)c2cn(C)c3ccccc23)n1 (configuration not stated) | nt | 98 | 102 | 105 | 104 | 88 | 102 | 87 | 74
COc1cc(/C=C/C(=O)c2cccc(NC(=O)CSc3nc4ccccc4c(=O)n3-c3ccccc3)c2)cc(OC)c1OC | 87 | 98 | 100 | 109 | 102 | 99 | 101 | 104 | 99
O=C(N[C@@H](C1CC1)C(F)(F)F)c1cc(-c2cnn3cc(-c4ccc(F)cc4)cnc23)cs1 | 92 | 90 | 98 | 91 | 68 | 58 | 72 | 80 | 77
Cc1cc([N+](=O)[O-])c(C)cc1I | 82 | 111 | 97 | 99 | 101 | 97 | 97 | 95 | 93
CCCCCCCCN(CCCCCCCC)CCCCCCCCCN1CCCc2cc(OC)ccc21 | 85 | 98 | 100 | 93 | 105 | 88 | 104 | 91 | 85
CCc1ccc(-c2c(-c3cc(OC)c(OC)c(OC)c3)nc3sc(CC)nn23)cc1 | 52 | 87 | 102 | 98 | 107 | 103 | 104 | 111 | 87
CCC#CCn1cnc2c(OC)ncnc21 | 88 | nt | 112 | 94 | 131 | 86 | 101 | 95 | 112
CCOC(=O)NN(C(=O)OCC)c1ccccc1C | 112 | 107 | 112 | 101 | 118 | 97 | 113 | 105 | 108
O=c1[nH]c2ccccc2c(-c2ccccc2)c1O | 85 | 98 | 93 | 103 | 110 | 99 | 104 | 95 | 89
O=[N+]([O-])c1cccc2cnccc12 | 92 | 103 | 118 | 105 | 128 | 101 | 104 | 99 | 89
CCCC(=O)OCC(COC(=O)CCC)OC(=O)CCC | 93 | 98 | 104 | 95 | 111 | 100 | 103 | 88 | 85
Cc1ccccc1OCCSc1nc2ccc(NC(=O)c3cccs3)cc2s1 | 90 | 105 | 95 | 93 | 97 | 97 | 110 | 94 | 95
CCOC(CNCc1cc(C)c2[nH]c3ccccc3c2c1C)OCC | 74 | 79 | 86 | 45 | 109 | 60 | 84 | 83 | 59
COc1ccc(C(=O)/C=C/c2ccc(N3CCN(C)CC3)cc2)cc1OC | 79 | 88 | 92 | 115 | 90 | 101 | 87 | 80 | 92
C=C1C(=O)O[C@H]2[C@H]1CC/C(COC(=O)/C=C/C(=O)O)=C\CC[C@@]1(C)O[C@@H]21 | 89 | 98 | 100 | 113 | 109 | 100 | 95 | 102 | 97

Ordered by length of the SMILES (descending): part of the list above.
molecule | SNB-75 | SNB-19 | SF-268 | HCC-2998 | DU-145 | SF-295 | SF-539 | U251 | PC-3
CCCCCCCCN(CCCCCCCC)CCCCCCCCCN1CCCc2cc(OC)ccc21 | 85 | 98 | 100 | 93 | 105 | 88 | 104 | 91 | 85
Cc1ccccc1OCCSc1nc2ccc(NC(=O)c3cccs3)cc2s1 | 90 | 105 | 95 | 93 | 97 | 97 | 110 | 94 | 95
CCOC(CNCc1cc(C)c2[nH]c3ccccc3c2c1C)OCC | 74 | 79 | 86 | 45 | 109 | 60 | 84 | 83 | 59
CCCC(=O)OCC(COC(=O)CCC)OC(=O)CCC | 93 | 98 | 104 | 95 | 111 | 100 | 103 | 88 | 85
CCOC(=O)NN(C(=O)OCC)c1ccccc1C | 112 | 107 | 112 | 101 | 118 | 97 | 113 | 105 | 108
